# HEK293 tox: kills HEK 293 cells. HEK 293 viability, ATP luminescence (CellTiter-Glo), 48-72 h. Potency, µM (highest dose often 115 µM), without a hit: at the highest dose activity change, negative = cytotoxicity, actives largely listed as inhibitors. 6.6% of 94,000 active; note: potency is the fitted concentration of half-maximal effect; nearly all actives have a fitted effect of over 60% in size
#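 Cytotoxicity was scored by loss of ATP-coupled luminescence (CellTiter-Glo) in HEK 293 cells. Compound treatment ran 48 or 72 hr at 37 degree Celsius, 5% CO2, 95% humidity.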
# NIH3T3 tox: NIH 3T3 cell cytotoxicity. NIH 3T3 viability, CellTiter-Glo ATP luminescence, 48-72 h. Potency, µM (titrated, usually from 96.7 µM), without a hit: at the top dose activity change, negative = cytotoxicity, most hits filed as inhibitors. 4.3% of 94,000 active; note: potency is the fitted concentration of half-maximal effect; nearly all actives have a fitted effect of over 55% in size
#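 ATP-dependent luminescence (CellTiter-Glo) served as the viability signal for NIH 3T3 cells treated with compound for 48 or 72 hr at 37 °C.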
# Luciferase inh: Photinus pyralis luciferase inhibition | P08659 | purified P. pyralis luciferase, luminescence, biochemical | Potency, µM (series often up to 115 µM), for inactives: at the highest dose activity change, negative = inhibition, hits mostly inhibitors | 2.5% of 76,000 active; note: potency is the fitted concentration of half-maximal effect; nearly all actives have a fitted effect of over 65% in size
#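 Cell-free enzyme assay, 10nM P. pyralis luciferase, luciferin and ATP each at 10uM. Inhibition profiled over a 6-point titration, read as luminescence.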
# GPT2 inh: blocks human glutamate pyruvate transaminase 2; Potency, µM (titrated, usually from 57.7 µM), for inactives: at the highest dose activity change, negative = inhibition, most hits filed as inhibitors; 0.25% of 100,000 active; Recombinant GPT2, coupled pyruvate oxidase/HRP Amplex Red fluorescence; note: potency is the fitted concentration of half-maximal effect; nearly all actives have a fitted effect of over 60% in size; many of its hits are not listed in these tables
#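 Inhibition is scored from Amplex Red fluorescence generated when pyruvate oxidase and HRP act on pyruvate released by GPT2. Reactions contain 10ng/uL enzyme, 250uM a-KG and 2mM L-alanine and run 30 min at room temperature.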
# SNCA expr inhib: inhibitors of alpha-synuclein (SNCA) gene expression | HEK-293 SNCA-luciferase knock-in, luminescence, 24 h | Potency, µM (doses to about 57.2 µM), for the others: top-dose activity change, negative = inhibition, most hits filed as inhibitors | 0.17% of 140,000 active;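 note: potency is the fitted concentration of half-maximal effect; plate controls were DMSO cells for no effect and cell-free wells for full effect; nearly all actives have a fitted effect of over 45% in size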
# SNCA viab count: cell viability loss counter-screen; AID 1671193; Potency, µM (top dose mostly 57.1 µM), inactives show top-dose activity change, negative = cytotoxicity, most hits filed as cytotoxic; 0.12% of 150,000 active; HEK-293-SNCA-luc viability, GF-AFC fluorescence, 24 h;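 note: potency is the fitted concentration of half-maximal effect; 0% = DMSO-treated cells and -100% = medium-only wells without cells; nearly all actives have a fitted effect of over 30% in size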
#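 Cytotoxicity counterscreen: after 24 h compound treatment of genome-edited SNCA-luciferase HEK-293 cells, live-cell protease substrate GF-AFC read by fluorescence after 30 min; activity scaled between DMSO (0%) and medium-only (-100%), curves Hill-fitted.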
# IP6K1 inhibitor: inhibitors of human IP6K1. activity change, % (series mostly up to about 58 µM). 0.81% of 140,000 active. Q92551. IP6K1 kinase, ADP-Glo luminescence, 2 h; active compounds read low; in the data active = activity change below about -25%
# Target sequence (Q92551 whole entry, looked up): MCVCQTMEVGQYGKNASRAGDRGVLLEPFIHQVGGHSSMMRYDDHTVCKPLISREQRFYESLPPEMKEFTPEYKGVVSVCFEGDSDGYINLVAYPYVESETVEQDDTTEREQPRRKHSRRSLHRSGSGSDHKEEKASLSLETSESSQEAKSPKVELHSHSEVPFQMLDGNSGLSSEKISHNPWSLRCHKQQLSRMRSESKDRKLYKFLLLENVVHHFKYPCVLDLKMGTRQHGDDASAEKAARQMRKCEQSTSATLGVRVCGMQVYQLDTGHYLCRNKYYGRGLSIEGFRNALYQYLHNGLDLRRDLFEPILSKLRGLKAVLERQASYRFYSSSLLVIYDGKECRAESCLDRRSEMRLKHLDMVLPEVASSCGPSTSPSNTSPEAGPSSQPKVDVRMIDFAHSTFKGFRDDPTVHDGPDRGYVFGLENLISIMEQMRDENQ
#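 ADP-Glo luminescence measures ADP made by human IP6K1 during a 2 h RT reaction with ATP/IP6 (mix at 1.3 mM/130 uM); top library doses 57.5 and 19.1 uM final.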
# Active calls of the source: *; i = inactive; ? = inconclusive; . = not tested or not shown; [ ] = remark or other dose. Unless noted, calls come from the whole dose curve; as a rule, active = well fitted curve in the direction sought with a large enough effect; inconclusive = small, poorly fitted or top-dose-only effect, or another doubt; inactive = no such curve, though single readings can be large; an effect the other way counts as inactive or inconclusive. Unless noted, % is set by controls: 0 for no effect and ±100 for the full control effect.
SMILES | HEK293 tox | NIH3T3 tox | Luciferase inh | GPT2 inh | SNCA expr inhib | SNCA viab count | IP6K1 inhibitor
COc1cc2c(NC3CCN(CC4CCCCC4)CC3)nc(N3CCCN(C(C)C)CC3)nc2cc1OCCCN1CCCCC1 | . | . | . | -5.4% | . | ? | 22.6
OCCn1cc(-c2ccc3c(c2)CCC3=NO)c(-c2ccncc2)n1 | . | . | . | i | 41.4%[activator] | 0.5% | .
Cc1cn2c(n1)Cc1ccc(Cl)cc1C(c1ccc(N)cc1)=N2 | . | . | . | ? | . | -37.5% | -9.3
Cc1cccc(Cc2c(C)nc3c(-c4ccccc4)c(C)[nH]n3c2=O)c1 | . | . | . | . | -12.6% | -8.6% | -33.8*
CN(C)C(=O)c1cc2cnc(Nc3ccc(N4CCNCC4)cn3)nc2n1C1CCCC1 | . | . | . | i | . | -3.3% | -4.4
CCN(CC)CCOc1ccc(Cc2ccccc2)cc1 | . | . | . | i | ? | ? | 4.0
CCn1ccc(NS(=O)(=O)c2ccc(N)cc2)nc1=O | . | . | . | -7.2% | 36.5%[25.6 µM] | -6.2%[23.9 µM] | 10.3
CC(Cc1cccc(C(F)(F)F)c1)NCCOC(=O)c1ccccc1 (configuration not stated) | . | . | . | -9.5% | -35.0%[25.6 µM] | -13.9%[23.9 µM] | 1.4
CS(=O)(=O)c1ccc(-c2cn3ccccc3n2)cc1 | . | . | . | -2.7% | 120.8%[activator][25.6 µM] | -5.8%[23.9 µM] | 12.8
CN(C)S(=O)(=O)n1cc(/C=C(\NC(=O)c2ccccc2)C(=O)NCCCn2ccnc2)c2ccccc21 | . | . | . | . | 5.3% | -2.4% | 3.8
COc1cc2ncn(-c3cc(OCc4ccccc4S(C)(=O)=O)c(C#N)s3)c2cc1OC | . | . | . | -24.0% | -0.7% | 6.0% | .
CN1[C@@H]2CC[C@H]1CC(NC(=O)n1c(=O)[nH]c3ccccc31)C2 (some centres not stated) | . | . | . | 1.9% | -7.9%[25.6 µM] | -23.8% | -5.9

# Structural class, the entries above with an NH in an aromatic ring.
SMILES | HEK293 tox | NIH3T3 tox | Luciferase inh | GPT2 inh | SNCA expr inhib | SNCA viab count | IP6K1 inhibitor
Cc1cccc(Cc2c(C)nc3c(-c4ccccc4)c(C)[nH]n3c2=O)c1 | . | . | . | . | -12.6% | -8.6% | -33.8*
CN1[C@@H]2CC[C@H]1CC(NC(=O)n1c(=O)[nH]c3ccccc31)C2 (some centres not stated) | . | . | . | 1.9% | -7.9%[25.6 µM] | -23.8% | -5.9

# One compound at a time, as listed above. Screens in order: HEK293 tox | NIH3T3 tox | Luciferase inh | GPT2 inh | SNCA expr inhib | SNCA viab count | IP6K1 inhibitor
# Cc1cccc(Cc2c(C)nc3c(-c4ccccc4)c(C)[nH]n3c2=O)c1 in the list: . | . | . | . | -12.6% | -8.6% | -33.8*
# COc1cc2c(NC3CCN(CC4CCCCC4)CC3)nc(N3CCCN(C(C)C)CC3)nc2cc1OCCCN1CCCCC1 in the list: . | . | . | -5.4% | . | ? | 22.6

# The main list resumes, repeating the 2 entries before the break.
SMILES | HEK293 tox | NIH3T3 tox | Luciferase inh | GPT2 inh | SNCA expr inhib | SNCA viab count | IP6K1 inhibitor
COc1cc2ncn(-c3cc(OCc4ccccc4S(C)(=O)=O)c(C#N)s3)c2cc1OC | . | . | . | -24.0% | -0.7% | 6.0% | .
CN1[C@@H]2CC[C@H]1CC(NC(=O)n1c(=O)[nH]c3ccccc31)C2 (some centres not stated) | . | . | . | 1.9% | -7.9%[25.6 µM] | -23.8% | -5.9
O=C(O)Cc1cn(-c2ccccc2)nc1-c1ccc(Cl)cc1 | . | . | . | i | -17.4%[25.6 µM] | -5.7%[23.9 µM] | 5.0
CCCCCCCCCCCCOCCOCCOCCOCCOCCOCCOCCOCCOCCO | . | . | . | ? | -63.5%[25.6 µM] | -3.9%[23.9 µM] | 1.9
CCCOc1ccc(C(=O)OCCN(CC)CC)cc1N | . | . | . | -0.9% | 16.5% | 13.8% | 2.4
CNC(=O)c1cc(Oc2ccc(NC(=O)Nc3ccc(Cl)c(C(F)(F)F)c3)c(F)c2)ccn1 | . | . | . | -11.0% | ? | ? | -7.1
CN[C@@H]1[C@H](O)[C@H](NC)[C@H]2O[C@@]3(O)C(=O)C[C@@H](C)O[C@H]3O[C@@H]2[C@H]1O | . | . | . | 0.2% | 48.7%[25.6 µM] | -13.6%[23.9 µM] | 11.2
Cc1cc(F)ccc1-c1nc(NCCN=C(N)NC#N)nc2c1ccc(=O)n2-c1c(F)cccc1F | . | . | . | i | . | 1.4% | -20.6
CN1CC2(CCN(C(=O)NC3CCCCC3)CC2)CC1C(=O)N1CCOCC1 (configuration not stated) | -1.2% | 0.6% | -11.7% | 0.4% | -0.3% | 2.5% | -3.6
CC(=O)NCC1CN(c2ccc(-c3ccc(CNCc4cn[nH]n4)cc3)c(F)c2)C(=O)O1 (configuration not stated) | . | . | . | 3.8% | . | 0.0% | 12.6
CCCCOCCOC(=O)c1cccnc1 | . | . | . | -11.1% | 6.5%[25.6 µM] | -23.1%[23.9 µM] | -0.8
O=C(Nc1ccccc1Br)NC1CCN(c2ccc(C(F)(F)F)cn2)C1 (configuration not stated) | . | . | . | -18.1% | . | -3.9% | 3.0
CC(C)(Cc1ccc2ccccc2c1)NC[C@@H](O)COc1cccc(Cl)c1C#N | . | . | . | ? | 26.3% | 9.1% | .

# Screening results deposited in PubChem BioAssay by National Center for Advancing Translational Sciences (NCATS).

# A portion of the library; the hit share may differ from the screen's.
